# BCLXL inh = inhibitors of human Bcl-xL. Q07817. GST-Bcl-xL / FITC-Bim BH3 peptide fluorescence polarization. inhibition, % at 10.9 µM. 320,000 compounds, 0.7% hits. AID 2129;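 active = inhibition above the mean of all tested compounds plus 3 SD, cutoff set per campaign, cut at about 30% in these data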;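 note: 0% = DMSO wells and 100% = unlabeled Bim-BH3 peptide competitor; inhibitors lower millipolarization by displacing the labeled peptide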
# Target sequence (Q07817 whole entry, looked up): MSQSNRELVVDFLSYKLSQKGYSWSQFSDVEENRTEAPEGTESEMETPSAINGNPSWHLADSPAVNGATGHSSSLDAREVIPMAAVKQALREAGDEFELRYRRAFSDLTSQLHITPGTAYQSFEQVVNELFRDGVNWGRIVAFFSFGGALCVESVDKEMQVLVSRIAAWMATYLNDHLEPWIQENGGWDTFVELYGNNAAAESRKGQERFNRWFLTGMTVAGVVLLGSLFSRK
# PME-1 inh = blocks human protein phosphatase methylesterase 1; 320,000 compounds, 0.53% hits; recombinant PME-1, FP-Rh probe fluorescence polarization; inhibition, % at 5.9 µM; AID 2130;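 active = inhibition above the campaign mean of all compounds plus 3 SD, cut at about 26% in these data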;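 note: competitive labeling of PME-1 active site by serine hydrolase directed probe; 0% = PME-1 with DMSO and 100% = wells lacking PME-1 enzyme; inhibitors block probe labeling so polarization falls and inhibition rises; many of its hits are not listed in these tables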
# Target sequence (Q9Y570 whole entry, looked up): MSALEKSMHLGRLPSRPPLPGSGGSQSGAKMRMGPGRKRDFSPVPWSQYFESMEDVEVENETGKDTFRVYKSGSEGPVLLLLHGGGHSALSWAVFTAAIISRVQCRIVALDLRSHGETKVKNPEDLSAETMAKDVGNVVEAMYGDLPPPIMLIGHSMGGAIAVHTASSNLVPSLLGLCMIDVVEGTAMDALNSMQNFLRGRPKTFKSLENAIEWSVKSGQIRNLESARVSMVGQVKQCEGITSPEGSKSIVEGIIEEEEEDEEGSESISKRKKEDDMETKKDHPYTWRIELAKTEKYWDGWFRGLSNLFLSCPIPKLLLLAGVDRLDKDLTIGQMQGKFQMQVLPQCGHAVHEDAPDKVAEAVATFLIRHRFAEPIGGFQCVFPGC
# Fam108B inh = Fam108B inhibition, counter-screen for RBBP9 inhibitors; 300,000 compounds, 0.33% hits; recombinant Fam108B, FP-Rh probe fluorescence polarization; inhibition, % at 9.51 µM;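 active = inhibition above the screen mean inhibition plus 3 SD, computed separately per campaign, cut at about 18% in these data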;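 note: inhibitors lower polarization as less probe binds the enzyme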
# GSTO1 inh = GSTO1 inhibition, counter-screen for RBBP9 inhibitors. inhibition, % at 5.96 µM. P78417. recombinant GSTO1, activity-based probe fluorescence polarization. 300,000 compounds, 1.1% hits;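 active = inhibition above the campaign mean inhibition plus 3 SD, cut at about 35% in these data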;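 note: 0% = GSTO1-1 with DMSO and 100% = wells lacking GSTO1-1 enzyme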
# MEX-5 binding = C. elegans MEX-5 TCR-2 RNA binding activity. 300,000 compounds, 0.38% hits. Q9XUB2. activity score (negative = inhibition of binding), % at 10 µM. AID 1832. MEX-5/FITC-TCR2 RNA binding, fluorescence polarization; active compounds read low;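 active = inhibition past about -25% in most replicates, and total fluorescence under double the plate's negative control median, limit read from the data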;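 note: 0% = DMSO and -100% = 5 µM competing unlabeled TCR2 RNA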
# TPT1 inh = blocks Candida albicans tRNA 2'-phosphotransferase | recombinant caTPT1, FP RNA substrate dephosphorylation | inhibition, % at 5 µM | AID 1962 | 300,000 compounds, 0.81% hits;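 active = inhibition above the mean of all tested compounds plus 3 SD, set per screening campaign, cut at about 24% in these data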;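 note: plate controls were DMSO alone for no effect and ferristatin control at 100 nM for full effect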
# GLD-1 RNA inh = GLD-1-TGE RNA interaction inhibition (C. elegans); Q17339; purified GLD-1 + fluorescein TGE RNA, fluorescence polarization; inhibition, % at 5.96 µM; 320,000 compounds, 0.44% hits; AID 2280;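 active = percent inhibition above a per-plate cutoff, the plate mean of test compounds plus 3 SD, cut at about 30% in these data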;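 note: 0% = DMSO wells with GLD-1 and probe and 100% = wells lacking GLD-1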
# PAD4 inh = blocks human protein arginine deiminase 4 | recombinant PAD4, RCA probe fluorescence polarization | AID 485272 | Q9UM07 | 330,000 compounds, 0.41% hits | inhibition, % at 6.36 µM;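 active = percent inhibition above a cutoff equal to the mean of all tested compounds plus 3 SD, cut at about 15% in these data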;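 note: 0% = PAD4 with RCA probe and DMSO and 100% = probe without PAD4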
# MCL1-BIM inh = MCL1-BIM-BH3 interaction inhibition (human); GST-MCL1 / FITC-Bim-BH3 fluorescence polarization; inhibition, % at 10.9 µM; 320,000 compounds, 0.68% hits;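 active = inhibition above the mean inhibition of all tested compounds plus 3 SD, set per campaign, cut at about 40% in these data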;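 note: 0% = DMSO wells and 100% = unlabeled Bim-BH3 peptide control; higher means more loss of mP so more displacement of Bim peptide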
# Target sequence (Q07820 whole entry, looked up): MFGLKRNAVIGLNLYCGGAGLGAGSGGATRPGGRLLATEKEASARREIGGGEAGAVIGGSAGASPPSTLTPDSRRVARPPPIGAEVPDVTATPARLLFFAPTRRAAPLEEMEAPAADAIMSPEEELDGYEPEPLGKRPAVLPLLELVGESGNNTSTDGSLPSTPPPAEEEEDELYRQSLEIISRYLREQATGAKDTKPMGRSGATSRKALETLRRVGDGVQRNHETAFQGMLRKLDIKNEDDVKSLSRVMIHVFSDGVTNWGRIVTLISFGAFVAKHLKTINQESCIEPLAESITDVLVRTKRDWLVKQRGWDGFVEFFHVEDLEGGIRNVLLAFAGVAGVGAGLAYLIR
# Numbers without * were called inactive; nt = not tested or not shown. A portion of the library (hit frequency here may not be typical).
SMILES,BCLXL inh,PME-1 inh,Fam108B inh,GSTO1 inh,MEX-5 binding,TPT1 inh,GLD-1 RNA inh,PAD4 inh,MCL1-BIM inh
CC(C)(CO)CNC(=O)c1ccc2nc(Cc3cccc(Cl)c3)oc2c1,3,3,-1,3,0.8,-3,6,2,11
CNS(=O)(=O)c1cnccc1N1CCN(c2cccc(C)c2)CC1,6,3,-1,-5,-1.0,3,6,-4,5
C/C(=N\NC(=O)c1csc(C)c1C)c1ccc(Cl)s1,3,-5,1,15,2.7,4,6,1,10
O=C(c1ccc(F)cc1)N1CCN2C(=O)c3ccccc3C12c1ccc(Cl)cc1 (configuration not stated),4,1,-2,7,-0.2,-2,-1,-2,0
Oc1ccc(/C=N/Nc2ccnc3cc(Cl)ccc23)c(O)c1O,19,32*,30*,26,-0.3,33*,-14,2,54*
COCCN(C(=O)COC(=O)CCOc1ccccc1C)c1c(N)n(Cc2ccccc2)c(=O)[nH]c1=O,-3,4,3,10,2.3,1,2,-2,-16
COc1ccc(/C=N/OCc2nc3c4c(ncn3n2)Oc2ccc3ccccc3c2C4c2ccccc2)cc1 (configuration not stated),4,-7,-1,4,0.5,-4,4,1,6
CC1CCCN(C(=O)CNS(=O)(=O)c2cccs2)C1 (configuration not stated),1,-2,3,3,0.5,3,-14,-3,-4
Cc1cc(C)n(CCCNC(=O)c2ccco2)n1,-1,2,nt,nt,nt,nt,3,-1,-8
Cc1ccc2nc(-c3ccncc3)cc(-c3ccccc3)c2c1,1,0,-5,0,0.3,-2,-4,-5,-5
Cc1c(NS(=O)(=O)c2ccc(N3CCCCC3)c([N+](=O)[O-])c2)c(=O)n(-c2ccccc2)n1C,2,6,4,3,-2.9,-4,2,1,-2
O=c1[nH][nH]c(=S)n1C1CCCCC1,-17,0,-1,1,-0.6,-5,4,-3,-12
COc1ccccc1N1CCN(S(=O)(=O)/C=C/c2ccccc2)CC1,2,0,1,7,-0.8,0,5,-1,-2
CCc1cccc(C)c1NS(=O)(=O)c1cc(Br)cnc1N,5,0,-3,-18,0.8,-1,2,-4,5
Cc1cc(C)n(Cc2ccccc2F)c(=O)c1C#N,5,-2,2,3,-0.1,-2,5,-1,6
Cc1ccc(Cl)cc1N1CCN(Cc2cc(=O)n3ccsc3n2)CC1,6,-3,1,0,-1.8,-3,5,-1,3
CCCCC(=O)Oc1c(S(=O)(=O)c2ccccc2)c(C)nn1C(C)(C)C,2,5,2,-5,2.4,0,-5,-1,0
COc1cccc2cc(C(=O)NC3CC4CCC3C4)oc12 (configuration not stated),-1,-3,2,-2,0.2,0,3,8,9
Cc1cccc(NC(=O)CSc2nc3[nH]ncc3c(=O)[nH]2)c1,5,4,10,1,4.5,-2,5,-1,10
CCOC(=O)/C=C1\SCC(=O)N1CC(=O)NC(C)c1ccc(F)cc1 (configuration not stated),-6,0,-2,1,-1.5,20,-13,-9,-20
CC(/C=C1\SC(=O)N(CCCC(=O)O)C1=O)=C\c1ccccc1,6,2,0,-4,1.1,-3,-1,-2,5
O=C(Nc1cccc([N+](=O)[O-])c1)Nn1cnnc1,0,-2,4,6,1.7,-4,-5,2,10
O=C(CCC(=O)N1CCOc2ccccc21)NCc1ccccn1,-6,-5,5,-1,1.7,1,6,-2,5
CCn1c(SCC(=O)N2CC(C)OC(C)C2)nc2c([nH]c3ccccc32)c1=O (configuration not stated),5,3,-5,-3,1.0,-2,7,-1,2
CC1CN(C(=O)c2cccc(Oc3ccccc3)c2)CC(C)O1 (configuration not stated),0,3,8,2,2.2,3,-1,-3,-7
SMILES,BCLXL inh,PME-1 inh,Fam108B inh,GSTO1 inh,MEX-5 binding,TPT1 inh,GLD-1 RNA inh,PAD4 inh,MCL1-BIM inh
COc1cc2c(cc1OC)C(C(=O)NCC1COc3ccccc3O1)C(c1cccnc1)N(C)C2=O (configuration not stated),-1,4,8,4,nt,3,2,-2,-10
COc1ccc(NC(=O)C(C)Sc2nnc(C3CC3)n2C2CC2)cc1 (configuration not stated),-5,-3,nt,nt,nt,nt,4,1,-12
Clc1ccc(-n2nnnc2CN2CCOCC2)cc1,1,-7,0,2,0.6,3,6,-3,3
Cc1cccn2c(=O)nc(SCC(=O)c3ccccc3)nc12,4,5,0,2,-1.1,-2,-5,0,11
CCC(C)N1C(=O)S/C(=C/c2ccc(Sc3nc4ccccc4[nH]3)o2)C1=O (configuration not stated),1,-30,-16,-10,3.0,4,1,-37,-6
CC(C)(Oc1ccc(Cl)cc1)C(=O)NC1=NN(c2ccccc2)C(=O)C1,3,6,7,19,0.0,-4,5,-9,17
Cc1ccc(S(=O)(=O)c2cc3c(=O)n4ccccc4nc3n(CCc3ccccc3)c2=N)cc1,0,6,-3,4,-32*,3,4,-3,-4
CCc1ccc(-c2cc3c(=O)n(CC(=O)NCCCN4CCN(Cc5ccccc5)CC4)nc(C)n3n2)cc1,4,-2,-4,4,1.2,-3,1,-3,3
Cc1ccc(CN(C)C(=O)c2cccc(S(=O)(=O)N3CCN(Cc4ccccc4)CC3)c2)o1,0,-5,-5,-6,2.1,-3,3,5,2
CCC(C)NCCOCCOc1ccc(Br)cc1 (configuration not stated),4,0,6,-5,0.5,7,-7,-3,-4
CCOC(=O)CN(C(=O)CSc1nnc(-c2ccc(OC)c(OC)c2)o1)c1ccc(F)cc1,3,0,-1,6,0.2,-3,-3,1,11
CCOc1cc(C(=O)N/N=C/C2CC=CCC2)cc(OCC)c1OCC (configuration not stated),3,-2,-5,0,1.6,-7,8,1,3
CCC(C)[C@H](NC(=O)Nc1ccccc1F)C(=O)OC (some centres not stated),-2,3,-2,3,-1.6,1,5,0,-3
CCCc1c(C)nc(N2CCN(c3ccccc3OC)CC2)[nH]c1=O,4,1,1,5,3.9,0,7,0,2
CC1CN(C(=O)c2c([N+](=O)[O-])cnn2C)CC(C)O1 (configuration not stated),-10,3,-6,5,-3.0,-4,2,-3,-4
COCCN(C(=O)CNC(=O)c1ccco1)C(C(=O)NC1CCCC1)c1ccc(F)cc1 (configuration not stated),4,-6,2,-4,1.6,-1,-3,-4,2
Cc1cc(C)cc(N(CC(=O)N2CCOCC2)S(=O)(=O)c2ccccc2)c1,0,-4,0,0,2.1,-1,2,0,2
CC1=N/C(=C/c2ccc([N+](=O)[O-])cc2)C(=O)N1c1ccc(Cl)cc1Cl,1,-2,-3,2,-1.8,0,0,-6,-2
COc1ccc(CN(C(=O)c2ccco2)c2ccc(C)cc2)cc1OC,1,-3,-3,-2,0.9,-1,9,-6,3
COc1cc(S(=O)(=O)N2CCN(c3ccccn3)CC2)ccc1Br,1,9,-3,9,1.1,-2,8,-2,-6
CCN(CC)S(=O)(=O)c1ccc2c(c1)c(=O)c(C(=O)N1CCOCC1)cn2C,2,1,1,6,0.5,1,7,-2,7
CCN(CC)c1cc(C)c2cc(NC(=O)c3ccc(Br)o3)ccc2n1,5,8,12,-6,-0.5,7,4,0,5
O=C(CN1C(=O)NC2(CCCC2)C1=O)N1CCN(S(=O)(=O)c2ccccc2)CC1,-3,-6,2,5,1.0,1,-3,-9,-6
O=C(N[C@H]1CC1c1ccccc1)c1ccc([N+](=O)[O-])cc1 (some centres not stated),1,5,1,-7,-0.7,-1,1,-4,0
O=C(COc1ccc(Cl)cc1)N/N=C/c1cccc2cccnc12,5,-2,0,1,-4.4,0,-2,1,7

# MCL1-BIM inh, what is marked active above.
molecule,BCLXL inh,PME-1 inh,MEX-5 binding,TPT1 inh,GLD-1 RNA inh,PAD4 inh,MCL1-BIM inh
Oc1ccc(/C=N/Nc2ccnc3cc(Cl)ccc23)c(O)c1O,19,32*,-0.3,33*,-14,2,54*

# Sorted by SMILES length (rising): 3 of the compounds above.
SMILES,BCLXL inh,PME-1 inh,Fam108B inh,GSTO1 inh,MEX-5 binding,TPT1 inh,GLD-1 RNA inh,PAD4 inh,MCL1-BIM inh
COc1ccc(CN(C(=O)c2ccco2)c2ccc(C)cc2)cc1OC,1,-3,-3,-2,0.9,-1,9,-6,3
CCN(CC)c1cc(C)c2cc(NC(=O)c3ccc(Br)o3)ccc2n1,5,8,12,-6,-0.5,7,4,0,5
CC(C)(Oc1ccc(Cl)cc1)C(=O)NC1=NN(c2ccccc2)C(=O)C1,3,6,7,19,0.0,-4,5,-9,17

# 5 successive records already listed:
SMILES,BCLXL inh,PME-1 inh,Fam108B inh,GSTO1 inh,MEX-5 binding,TPT1 inh,GLD-1 RNA inh,PAD4 inh,MCL1-BIM inh
CCN(CC)S(=O)(=O)c1ccc2c(c1)c(=O)c(C(=O)N1CCOCC1)cn2C,2,1,1,6,0.5,1,7,-2,7
CCN(CC)c1cc(C)c2cc(NC(=O)c3ccc(Br)o3)ccc2n1,5,8,12,-6,-0.5,7,4,0,5
O=C(CN1C(=O)NC2(CCCC2)C1=O)N1CCN(S(=O)(=O)c2ccccc2)CC1,-3,-6,2,5,1.0,1,-3,-9,-6
O=C(N[C@H]1CC1c1ccccc1)c1ccc([N+](=O)[O-])cc1 (some centres not stated),1,5,1,-7,-0.7,-1,1,-4,0
O=C(COc1ccc(Cl)cc1)N/N=C/c1cccc2cccnc12,5,-2,0,1,-4.4,0,-2,1,7

# (continued)
SMILES,BCLXL inh,PME-1 inh,Fam108B inh,GSTO1 inh,MEX-5 binding,TPT1 inh,GLD-1 RNA inh,PAD4 inh,MCL1-BIM inh
CN(Cc1ccccc1)C(=O)c1ccc(NC(=O)Cc2cccc(NC(=O)C3CCN(C(=O)C4CCCCC4)CC3)c2)cc1,2,-11,nt,nt,nt,nt,0,1,9
CCS(=O)(=O)N1CCCC(C(=O)NCCN(C)Cc2ccccc2)C1 (configuration not stated),2,4,-1,9,-2.2,0,2,0,1
CCCc1nc(-c2ccccc2)c(-c2ccc(OC)c(OC)c2)c(=O)[nH]1,6,0,-1,2,1.7,1,-3,-2,8
CCOC(=O)C1CCN(C(=O)COc2ccc(Br)cc2Br)CC1,5,0,-1,10,0.7,-2,1,-2,3
COc1ccc(-c2cc(C(=O)NCc3cn(C)nc3C)c3ccccc3n2)cc1OC,1,-4,1,-2,-1.5,1,-4,-2,-6
O=C(Nc1nnc(/C=C/c2ccccc2)s1)c1ccco1,2,26,5,-5,-1.3,1,2,-2,3

# Screens (PubChem BioAssay)
